Source: PubChem
M5 PAM: potentiates acetylcholine response at human M5 receptor. P08912. CHO-K1 hM5, Fluo-8 calcium, ACh EC20 PAM; 0% = ACh EC20, 100% = ACh EC100. activation, % at 3 µM. 360,000 compounds, 0.3% hits. AID 624038;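 active = activation above the run cutoff, the mean activation of all test compounds plus 3 SD, cut at about 18% in these data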
Target sequence (P08912 whole entry, looked up): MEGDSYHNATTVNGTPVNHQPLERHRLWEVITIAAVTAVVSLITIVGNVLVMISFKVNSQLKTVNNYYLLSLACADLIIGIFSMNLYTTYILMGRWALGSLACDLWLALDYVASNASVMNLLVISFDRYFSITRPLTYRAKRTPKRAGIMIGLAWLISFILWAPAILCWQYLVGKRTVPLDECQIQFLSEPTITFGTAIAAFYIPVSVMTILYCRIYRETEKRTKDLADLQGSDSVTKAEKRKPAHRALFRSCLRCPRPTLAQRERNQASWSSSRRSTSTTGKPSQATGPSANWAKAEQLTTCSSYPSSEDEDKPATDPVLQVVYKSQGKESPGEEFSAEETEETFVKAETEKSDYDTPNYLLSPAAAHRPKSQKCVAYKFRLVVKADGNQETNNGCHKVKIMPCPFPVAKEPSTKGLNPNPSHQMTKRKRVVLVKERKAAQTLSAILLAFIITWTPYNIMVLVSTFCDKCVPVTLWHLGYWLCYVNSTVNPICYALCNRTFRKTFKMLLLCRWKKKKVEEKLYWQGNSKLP
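Assay system: CHO-K1 hM5 cells. Also added: acetylcholine at EC20 concentration, added after compound. Dosing: 3 µM, single dose. Times: compound preincubation 140 s before EC20 acetylcholine addition. Signal: Fluo-8 calcium fluorescence. Measure: % activation relative to EC20 and EC100 ACh responses. Repeats: singlicate, one well per test compound.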
M1 PAM: potentiates human M1 receptor response to acetylcholine; P11229; CHO-K1 hM1, Fluo-8 calcium fluorescence, ACh EC20; 0% = ACh EC20, 100% = maximal ACh; activation, % at 3 µM; 360,000 compounds, 0.088% hits; AID 588819; in the data active = activation above about 19%, passing the limit was not always enough
M4 ag: CHRM4 agonism in calcium assay | activation, % at 3 µM | 360,000 compounds, 0.14% hits | CHO-K1 hM4/Gqi5, Fluo-8 calcium fluorescence; vehicle 0%, full acetylcholine response 100% | P08173;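 active = activation above the run mean over all test wells plus 3 SD, cut at about 32% in these data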;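 also: peak over basal fluorescence ratio per well then scaled between controls; 0% = DMSO wells and 100% = acetylcholine at EC100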
TAAR1 ag: human TAAR1 agonism; 360,000 compounds, 0.99% hits; Q96RJ0; CHO RD-HGA16 TAAR1, Fluo-8 calcium fluorescence; vehicle wells 0%, saturating PEA agonist 100%; AID 624467; activation, % at 3 µM;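 active = activation above the mean activation of all test compounds in the run plus 3 SD, cut at about 38% in these data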
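System: CHO-derived RD-HGA16 cells with stable Gα16 and human TAAR1. Times: 17-24 h plating, Fluo-8 75 min 37 °C, 30 min RT. Measured by: calcium-sensitive Fluo-8 signal, excitation 470-495, emission 515-575 nm. Read-out basis: % activation relative to PEA EC100 response. Control set: DMSO and PEA EC100. Repeats: no replicates (n 1).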
M5 ag: CHRM5 agonism in calcium assay; CHO-K1 hM5 cells, Fluo-8 calcium fluorescence; 0% DMSO wells, 100% maximal acetylcholine response; activation, % at 3 µM; 360,000 compounds, 0.19% hits; AID 624037;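 active = activation above the run's mean over test compounds plus 3 SD, cut at about 23% in these data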;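 also: signal is peak over basal fluorescence ratio across the kinetic read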
M4 antag: antagonists of human muscarinic M4 receptor (CHRM4); 360,000 compounds, 0.73% hits; CHO-hM4 cells, ACh EC80, Fluo-8 calcium fluorescence; AID 624125; inhibition, % at 3 µM;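 active = inhibition above its plate's cutoff, the mean inhibition of sample wells plus 3 SD, cut at about 27% in these data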;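 also: 0% = acetylcholine EC80 with DMSO and 100% = DMSO without agonist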
M1 antag: blocks human M1 muscarinic receptor | P11229 | CHO-K1 hM1, Fluo-8 calcium fluorescence, ACh EC80 antagonist | inhibition, % at 3 µM | 360,000 compounds, 1.3% hits;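 active = percent inhibition above its own plate's cutoff, namely the mean of that plate's compound wells plus 3 SD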;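 also: peak over basal fluorescence ratio during 140 s after agonist addition; 0% = ACh EC80 plus DMSO and 100% = DMSO alone without agonist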
M1 ag: agonists of human M1 muscarinic receptor. P11229. CHO-K1 hM1, Fluo-8 calcium fluorescence, agonist mode; 0% DMSO, 100% acetylcholine EC100. activation, % at 3 µM. 360,000 compounds, 0.33% hits;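 active = activation above the run's mean compound activation plus 3 SD, cut at about 16% in these data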;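 also: peak over basal fluorescence ratio within a 140 s kinetic read after compound addition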
M5 antag: antagonists of human muscarinic M5 receptor (CHRM5); P08912; CHO-hM5 cells, Fluo-8 calcium fluorescence, ACh EC80; inhibition, % at 3 µM; 360,000 compounds, 0.59% hits;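 active = inhibition above a per-plate cutoff, the mean of that plate's test compounds plus 3 SD, cut at about 27% in these data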;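 also: 0% = acetylcholine EC80 with DMSO and 100% = DMSO without agonist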
* marks the source's active call; other numbers are inactive results; nt = not tested or not shown.

cpd | SMILES | M5 PAM | M1 PAM | M4 ag | TAAR1 ag | M5 ag
1 | CCCCn1ccc(O)c(Cc2ccc(F)cc2)c1=O | 2 | 7 | 1 | -1 | -4
2 | Cc1ccc(NC(=S)N2CCC(C(N)=O)(N3CCCCC3)CC2)c(C)c1 | 15 | 20 | 3 | 6 | 3
3 | CN(C)c1cccc(NC(=O)Cc2ccc(F)cc2)c1 | 2 | 0 | -1 | 2 | 0
4 | COc1ccc2c(CC(=O)Nc3cccc(S(=O)(=O)N4CCOCC4)c3)coc2c1 | -5 | 2 | 4 | 3 | 1
5 | COc1ccc(S(=O)(=O)NNc2nc(C)cc(C)n2)cc1[N+](=O)[O-] | -1 | 2 | 1 | 1 | -7
6 | CCc1cccc(NC(=S)Nc2ccc(CN3CCOCC3)cc2)c1 | -2 | 0 | 1 | 1 | 2
7 | COC(=O)c1cnn(-c2ccc(F)cc2F)c1/C=N/NC(=S)NC(C)(C)C | -6 | 5 | 0 | 3 | -4
8 | O=C(CCN1CCN(S(=O)(=O)c2ccc(F)cc2)CC1)Nc1ccccc1F | -4 | 7 | 2 | 2 | -3
9 | CCC(C)(C)n1nnnc1C(c1cc2ccc(OC)cc2[nH]c1=O)N1CCN(C2CCCCC2)CC1 (stereo unspecified) | -18 | -2 | 0 | 4 | -5
10 | COc1ccc2oc(=O)c(C(=O)NCc3ccc(C)cc3)cc2c1 | 2 | 10 | 2 | 0 | 0
11 | CCOC(=O)Cn1nc(C)c(NC(=O)COc2ccc([N+](=O)[O-])cc2)c1C | -11 | -7 | 12 | 0 | 1
12 | N#Cc1c(-c2ccccc2)c(C#N)c2nc3ccccc3n2c1N | 1 | -9 | 3 | 23 | 3
13 | CC(C)Cc1nn2c(=O)cc(CSCC(=O)Nc3ccccc3F)nc2s1 | -2 | 9 | 2 | 3 | -3
14 | CC(=O)Nc1cccc(C(=O)O)n1 | 6 | 6 | 1 | 3 | -2
15 | CC(C)OC(=O)CSc1nc(N2CCOCC2)c2c(c1C#N)CC(C)(C)OC2 | -3 | 3 | 0 | 1 | -2

cpd | M4 antag | M1 antag | M1 ag | M5 antag
1 | -7 | -3 | -3 | 7
2 | -8 | -19 | -2 | -6
3 | 8 | 3 | -7 | -3
4 | 3 | -11 | -4 | 0
5 | -3 | -4 | -3 | 5
6 | -2 | -4 | -2 | 0
7 | 2 | -7 | -5 | 10
8 | 8 | -5 | -2 | 5
9 | 3 | 3 | -11 | -1
10 | -22 | -9 | -2 | 2
11 | 8 | 11 | -4 | 18
12 | 2 | 14 | 3 | -4
13 | 2 | -13 | -7 | 9
14 | -6 | 0 | -6 | -6
15 | -3 | -7 | -4 | 15

Remaining list, next part:
cpd | SMILES | M5 PAM | M1 PAM | M4 ag | TAAR1 ag | M5 ag
16 | CC(C)(C)Nc1nc2nonc2nc1NC(C)(C)C | -11 | -9 | 17 | 9 | 6
17 | O=c1[nH]nc2c3ccccc3cnn12 | -5 | -1 | 0 | 1 | 1
18 | CCc1ccc(C(=O)CSc2nnc(C)c(=O)[nH]2)cc1 | 1 | -11 | 1 | 7 | 2
19 | Cc1ccc(C(=O)Nc2ccc(S(=O)(=O)N3CCN(C)CC3)cc2)cc1 | -1 | 5 | 1 | 6 | -10
20 | CON/C=C(\C=Nc1ccc(Cl)cc1Cl)c1ncc(C(F)(F)F)cc1Cl | 7 | 10 | 2 | 6 | -4
21 | N#Cc1cnn(-c2cccc(Cl)c2)c1-n1cccc1 | 3 | 3 | -2 | 5 | -9
22 | CCn1c(CC(=O)Nc2ccccc2Cl)nnc1SCC(=O)NC1CCCC1 | -2 | 16 | 1 | 0 | -1
23 | CCn1c(SCC(=O)NCc2ccccc2)nnc1-c1ccccc1O | -1 | 6 | 1 | 11 | -2
24 | COc1ccccc1C(=O)COC(=O)C(CCSC)NC(=O)COc1ccccc1 (stereo unspecified) | -1 | 2 | 4 | 0 | 0
25 | COc1ccc(C)cc1NC(=O)C(Sc1nnc(Nc2cc(C)ccc2OC)s1)c1ccccc1 (stereo unspecified) | 3 | 4 | 0 | -2 | -3
26 | OCCN=Cc1c(O)[nH]c2ccccc12 | -4 | 3 | 1 | 14 | 0
27 | CCOC(=O)c1cc(-c2ccccc2C)n(CC2CC(c3ccc(OC)cc3)=NO2)n1 (stereo unspecified) | -26 | -1 | 6 | 6 | -1
28 | COc1ccc(-n2nc(C(=O)Nc3nc4ccc(OC)cc4s3)c3ccccc3c2=O)cc1 | -2 | 4 | 0 | 11 | -2
29 | CN(CC(=O)Nc1ccc(Cl)c(C(F)(F)F)c1)C(=O)c1cccc2cccnc12 | -15 | -2 | 18 | 24 | 4
30 | CC(C)C(C(=O)O)N1C(=O)/C(=C/C=C/c2ccco2)SC1=S (stereo unspecified) | -2 | 2 | 0 | nt | 1

cpd | M4 antag | M1 antag | M1 ag | M5 antag
16 | 4 | 9 | 2 | 26
17 | 3 | 10 | 1 | 1
18 | 0 | 20 | -6 | 1
19 | -6 | -10 | -5 | -5
20 | -11 | -5 | -3 | -6
21 | -7 | -13 | -8 | 4
22 | -9 | -13 | 0 | 13
23 | -1 | -8 | -8 | 7
24 | -4 | 4 | -4 | -4
25 | -6 | -3 | -5 | -4
26 | -5 | 3 | -3 | -3
27 | 12 | -2 | -3 | 7
28 | 2 | -4 | -4 | 5
29 | 3 | -2 | 3 | 21
30 | 9 | -5 | -3 | 7

These rows are one share of the data. The share of hits here may be higher or lower than overall.
